Bioassay records (PubChem BioAssay)
ERK AVP inh – vasopressin-driven ERK pathway inhibition | HEK293-V1b, vasopressin-stimulated pERK AlphaScreen | actives 0.99% (n = 72,000) | AID 995 | Potency, µM (top dose mostly 57.5 µM), for the others: at the top dose activity, negative = inhibition, most hits filed as inhibitors; further: potency means the concentration at half of the fitted maximal effect; on the % scale 0 is the no-effect control and ±100 the full control effect; nearly all actives have a fitted effect of over 55% in size
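HEK293 cells stably expressing V1b receptor, preincubated 30 min at 37 °C with compound, then stimulated 5 min with 25 nM vasopressin. Phospho-ERK by AlphaScreen SureFire after 5 h RT; normalized to DMSO and vasopressin; AC50 by Hill fit.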
Hsp90 Hop PPI – changes Hsp90-Hop TPR2A binding signal, up or down; AlphaScreen TPR2A-His6 binding biotin-Hsp90 C-terminal peptide; Potency, µM (top dose mostly 57 µM), for inactives: at the top dose activity change, negative = inhibition; actives 0.44% (n = 71,000); AID 595; active means well fitted curve in either direction with a large enough effect; inconclusive means small, poorly fitted or top-dose-only effect, or another doubt; further: potency means the concentration at half of the fitted maximal effect; on the % scale 0 is the no-effect control and ±100 the full control effect; many of its hits are not listed in these tables
FLuc inh – firefly luciferase inhibition; purified firefly luciferase, luminescence, 8 min; P08659; actives 2.2% (n = 72,000); Potency, µM (titrated, usually from 57.1 µM), for the others: top-dose activity change, negative = inhibition, hits mostly inhibitors; further: potency means the concentration at half of the fitted maximal effect; on the % scale 0 is the no-effect control and ±100 the full control effect; nearly all actives have a fitted effect of over 40% in size
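Firefly luciferase (PKLight detection mix) with 10 uM ATP in pH 7.2 imidazole buffer (KCl, MgCl2, Tween 20, BSA). Compounds tested across a concentration series (qHTS). Luminescence read after 8 min at ambient temperature.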
CRE-bla Fsk – modulators of forskolin-stimulated CRE signaling in CHO cells | CHO CRE-bla reporter (cAMP response element driving beta-lactamase), forskolin EC10, beta-lactamase ratio | Potency, µM (titrated, usually from 38.2 µM), without a hit: at the highest dose activity change, negative = inhibition, hits mostly activators | actives 2.5% (n = 71,000) | AID 662; active means well fitted activation curve with a large enough effect in the signal ratio, with a control signal flat, not every such curve was filed as active; inconclusive means small, poorly fitted or top-dose-only effect, or effect the other way, or a change in a side signal; the % refers to the signal ratio; further: potency means the concentration at half of the fitted maximal effect; % of control where 0% means no effect
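CHO CRE-bla cells, overnight plating in Opti-MEM with 0.5% dialyzed FBS; cpd titration + EC10 NKH 477, 3 h 37 °C; CCF4 2 h RT; ex 405/em 460 vs 530 ratio → %Activity, AC50.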
Tau fil binding – binders of human tau filaments | Potency, µM (highest dose often 57.1 µM), for inactives: at the top dose activity change, negative = inhibition | AID 596 | recombinant tau filaments, thioflavin S fluorescence, 15 h; filaments grown with octadecylsulfate alongside compound | P10636 | actives 2% (n = 71,000);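 further: potency means the concentration at half of the fitted maximal effect; on the % scale 0 is the no-effect control and ±100 the full control effect; actives lower thioflavin S fluorescence by blocking filaments or displacing dye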
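Read-out: ThS fluorescence, 450 nm excitation/510 nm emission; lower signal marks blocked filament formation or displaced dye. Tau at 1 uM with 30 uM ODS, 10 uM ThS, 5 mM DTT, 100 mM NaCl, 10 mM HEPES pH 7.4; 15 h, 37 C.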
HADH2 inhib – inhibitors of human HADH2 dehydrogenase; Potency, µM (titrated, usually from 57.1 µM), without a hit: at the highest dose activity change, negative = inhibition, usual class: inhibitors; actives 3.4% (n = 73,000); Q99714; recombinant HADH2, NADH fluorescence, beta-hydroxybutyryl-CoA; further: potency means the concentration at half of the fitted maximal effect; on the % scale 0 is the no-effect control and ±100 the full control effect; nearly all actives have a fitted effect of over 60% in size; many of its hits are not listed in these tables
Target sequence (Q99714 whole entry, looked up, one chain of several): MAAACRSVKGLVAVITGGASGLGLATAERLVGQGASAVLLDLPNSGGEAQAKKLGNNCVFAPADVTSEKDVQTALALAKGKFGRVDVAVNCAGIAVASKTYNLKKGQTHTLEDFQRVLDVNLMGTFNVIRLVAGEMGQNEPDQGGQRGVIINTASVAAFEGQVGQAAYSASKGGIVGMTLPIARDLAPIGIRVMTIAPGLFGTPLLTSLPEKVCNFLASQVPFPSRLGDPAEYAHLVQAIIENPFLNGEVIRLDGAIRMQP
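20 nM HADH2 + cpd, 15 min RT; add 1 mM NAD+/90 uM beta-hydroxybutyryl-CoA; kinetic fluorescence 360/450 nm, 4 min. Tris-HCl pH 9.0, 0.01% Tween-20.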
DNA Pol III inh – inhibitors of bacterial DNA polymerase III holoenzyme; reconstituted DNA polymerase III holoenzyme replication, biochemical; Potency, µM (series often up to 57.1 µM), without a hit: at the top dose activity change, negative = inhibition; actives 0.25% (n = 71,000); AID 603; further: potency means the concentration at half of the fitted maximal effect; on the % scale 0 is the no-effect control and ±100 the full control effect
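Reconstituted *E. coli* holoenzyme (0.35 nM Pol III, 1 nM beta, 154 nM SSB, 2 nM primase) was preincubated with compound for 15 min at RT. Synthesis on 1.4 nM ssM13Gori ran 35 min, then was stopped with PicoGreen/EDTA and read as dsDNA fluorescence.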
Texas Red fluor – compounds fluorescent in Texas Red spectral region; Compound fluorescence, Texas Red channel, 547/618 nm; stronger effect = higher value; actives 0.06% (n = 59,000); AID 587; max dye-equivalent concentration, M; in the data active means max dye-equivalent concentration above about 10 nM; inconclusive means between about 1.1 nM and that limit
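Fluorescence at ex 547/em 618 nm, normalized against an on-plate Texas Red standard series to give dye-equivalent concentration per compound concentration. Buffer 100 mM Tris, pH 8.0; 15 min RT incubation before CCD imaging.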
HBB splicing – hemoglobin beta splicing modulation. HBB splicing reporter cell assay, activation; EGFP reporter with mutant IVS2-654 intron; response scale: normalised to 500 nM splice-correcting PNA. Potency, µM (doses to about 46.1 µM), for the others: at the highest dose activation, hits mostly activators. actives 0.06% (n = 65,000). AID 925; further: potency means the concentration at half of the fitted maximal effect; 0% is about no effect
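Compounds were applied for 2 days to HeLa EGFP-654 cells, 500/well in Optimem with 2% FCS. The reporter's EGFP is disrupted by mis-splicing of beta-globin intron IVS2-654. Readout: summed well GFP fluorescence from 488 nm laser scanning; reference was 500 nM antisense […] 654 PNA.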
15-hLO inh – 15-hLO (ALOX15) enzyme inhibition; P16050; purified 15hLO-1, xylenol orange hydroperoxide absorbance; Potency, µM (highest dose often 57.1 µM), inactives show at the top dose activity change, negative = inhibition, hits mostly inhibitors; actives 1.4% (n = 74,000); further: potency means the concentration at half of the fitted maximal effect; on the % scale 0 is the no-effect control and ±100 the full control effect; nearly all actives have a fitted effect of over 55% in size
Target sequence (P16050 whole entry, looked up): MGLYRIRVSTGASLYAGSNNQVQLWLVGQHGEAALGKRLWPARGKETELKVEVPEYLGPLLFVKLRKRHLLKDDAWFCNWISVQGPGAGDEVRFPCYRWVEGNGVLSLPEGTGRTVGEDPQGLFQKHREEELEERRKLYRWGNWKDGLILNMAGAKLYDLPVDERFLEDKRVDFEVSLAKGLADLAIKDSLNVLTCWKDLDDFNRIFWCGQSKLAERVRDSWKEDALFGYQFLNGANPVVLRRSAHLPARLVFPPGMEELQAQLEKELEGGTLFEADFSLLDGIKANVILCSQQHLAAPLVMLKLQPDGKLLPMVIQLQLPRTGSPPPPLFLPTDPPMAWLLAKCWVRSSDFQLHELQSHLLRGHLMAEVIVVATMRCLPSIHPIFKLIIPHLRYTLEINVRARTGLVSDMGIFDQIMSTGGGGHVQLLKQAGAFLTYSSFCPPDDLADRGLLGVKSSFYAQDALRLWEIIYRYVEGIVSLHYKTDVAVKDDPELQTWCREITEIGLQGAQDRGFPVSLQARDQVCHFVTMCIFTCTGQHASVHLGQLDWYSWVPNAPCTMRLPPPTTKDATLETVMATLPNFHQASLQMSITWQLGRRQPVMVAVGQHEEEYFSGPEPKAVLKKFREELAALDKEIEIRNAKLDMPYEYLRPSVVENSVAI
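Purified human 15hLO-1 (40 nM final) in 25 mM Hepes pH 7.5, 0.01% Triton X-100 was preincubated with compound 15 min at room temperature, then reacted 6 min with 50 uM arachidonic acid; hydroperoxide detected by Fe-XO, 573/405 nm absorbance ratio.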
Rhodamine fluor – compound autofluorescence in rhodamine spectral region | Rhodamine-region fluorescence, 547/598 nm, Tris buffer; stronger effect = higher value | AID 594 | max dye-equivalent concentration, M | actives 0.05% (n = 59,000); in the data active means max dye-equivalent concentration above about 11 nM; inconclusive means between about 1.1 nM and that limit
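Compound fluorescence in 100 mM Tris, pH 8.0, read after 15 min at room temperature with 547 nm excitation and 598 nm emission. Output is dye-equivalent concentration from an on-plate rhodamine standard series.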
Numbers without * were called inactive; & = joins results of further samples; [ ] = dose if it differs, or a comment. Unless noted, the call rests on the fitted dose curve; in most records, active means well fitted curve in the direction sought with a large enough effect; inconclusive means small, poorly fitted or top-dose-only effect, or another doubt; inactive means no such curve, though single readings can be large; an effect the other way counts as inactive or inconclusive. A portion of the library; count on the stated rates, not on these rows.

For COC(=O)c1c(C)n(-c2ccc(OC)cc2)c2ccc(O)cc12 the results were ERK AVP inh 25.1µM*, Hsp90 Hop PPI -17.7%, FLuc inh -3.3%, CRE-bla Fsk 15.9%, Tau fil binding 119.3%, HADH2 inhib inconclusive, DNA Pol III inh -3.1%, Texas Red fluor inactive, HBB splicing -2.0%, 15-hLO inh 7.94µM* and Rhodamine fluor inactive.
CC(=O)Nc1ccc(NC(=O)c2cc(C)nn2-c2ccccc2)cc1 was read as ERK AVP inh 13.5%, Hsp90 Hop PPI -0.6%, FLuc inh 0.8%, CRE-bla Fsk -0.8%, Tau fil binding -5.8%, HADH2 inhib 5.5%, DNA Pol III inh -0.3%, Texas Red fluor inactive, HBB splicing -0.5%, 15-hLO inh 4.5% and Rhodamine fluor inactive.
For COC(=O)N1CC=CC1(C)C(=O)NCC1CC1 (stereo not given) the results were ERK AVP inh 4.3%, Hsp90 Hop PPI -0.8%, CRE-bla Fsk -6.0%, Tau fil binding 18.8%, HADH2 inhib 1.1%, DNA Pol III inh -1.2%, HBB splicing 1.0% and 15-hLO inh 2.2%.
CCOc1ccc(C(=O)Nc2c3c(nn2C(C)(C)C)CSC3)cc1OCC was read as ERK AVP inh -14.9%, Hsp90 Hop PPI -2.3%, FLuc inh 0.9%, CRE-bla Fsk inconclusive, Tau fil binding -9.1%, HADH2 inhib 5.4%, DNA Pol III inh -3.1%, Texas Red fluor inactive, HBB splicing 4.5%[0.369 µM], 15-hLO inh -10.6% and Rhodamine fluor inactive.
Nc1nc(N)c2[nH]c(CNc3ccc(C(=O)O)cc3)nc2n1 was read as ERK AVP inh -2.0%[11.5 µM], Hsp90 Hop PPI -11.2%[11 µM], FLuc inh -2.7%[11.4 µM], CRE-bla Fsk -0.5%[7.6 µM], Tau fil binding 6.5%[11.4 µM], HADH2 inhib 3.8%[11.4 µM], DNA Pol III inh -6.8%[11.4 µM], Texas Red fluor inactive, HBB splicing 3.1%[9.22 µM], 15-hLO inh 1.7%[11.4 µM] and Rhodamine fluor inactive.
`O=C(Cc1ccccc1)Nc1cccc(N2CCCC2)c1` gave ERK AVP inh -23.1%, Hsp90 Hop PPI -18.1%, FLuc inh -6.4%, CRE-bla Fsk -4.5%, Tau fil binding 25.1µM*, HADH2 inhib -6.1%, DNA Pol III inh 7.1%, Texas Red fluor inactive, HBB splicing 0.3%, 15-hLO inh -4.9% and Rhodamine fluor inactive.
Cc1ccc2oc(Nc3nc(C)cc(C)n3)nc2c1 was read as ERK AVP inh 3.5%, Hsp90 Hop PPI -1.2%, FLuc inh -1.7%, CRE-bla Fsk 6.0%, Tau fil binding 9.1%, HADH2 inhib 7.9%, DNA Pol III inh -3.7%, HBB splicing 3.2% and 15-hLO inh -3.5%.
CCC1CCCCN1CCCn1c(=S)[nH]c2ccccc2c1=O (stereo not given) was read as ERK AVP inh -6.7%, Hsp90 Hop PPI -7.9%, FLuc inh 0.4%, CRE-bla Fsk -5.1%, Tau fil binding 10.9%, HADH2 inhib -7.1%, DNA Pol III inh 0.7%, Texas Red fluor inactive, HBB splicing -0.3%, 15-hLO inh -8.4% and Rhodamine fluor inactive.
For CN(C)c1ccc(N=Cc2ccco2)cc1 the results were ERK AVP inh inconclusive, Hsp90 Hop PPI inconclusive, FLuc inh 20µM*, CRE-bla Fsk 11.8%, Tau fil binding 12.6µM*, HADH2 inhib inconclusive, DNA Pol III inh -0.1%, HBB splicing 2.6% and 15-hLO inh inconclusive.
For Cn1c(=O)c2c(nc(NCCCO)n2CCc2ccccc2)n(C)c1=O the results were ERK AVP inh -16.7%, Hsp90 Hop PPI -6.5%, FLuc inh 1.8%, CRE-bla Fsk 13.6%, Tau fil binding -0.3%, HADH2 inhib -15.7%, DNA Pol III inh -3.7%, Texas Red fluor inconclusive, 15-hLO inh 0.9% and Rhodamine fluor inactive.
For Cc1cc(NS(=O)(=O)c2ccc(NC(=O)COc3ccccc3Cl)cc2)no1 the results were ERK AVP inh inconclusive, Hsp90 Hop PPI 1.1%, FLuc inh 0.5%, CRE-bla Fsk 4.9%, Tau fil binding 3.7%, HADH2 inhib -4.1%, DNA Pol III inh -0.9%, Texas Red fluor inactive, HBB splicing 1.3%, 15-hLO inh -2.0% and Rhodamine fluor inactive.
Cc1cc(C)cc(C(=N)c2ccccc2Cc2cccc3ccccc23)c1 was read as ERK AVP inh 15.0%[11.5 µM], Hsp90 Hop PPI 8.2%[11 µM], FLuc inh 3.6%[11.4 µM], CRE-bla Fsk 4.8%[7.6 µM], Tau fil binding 8.0%[11.4 µM], HADH2 inhib 2.0%[11.4 µM], DNA Pol III inh -9.7%[11.4 µM], Texas Red fluor inactive, HBB splicing 0.1%[9.22 µM], 15-hLO inh 0.8%[11.4 µM] and Rhodamine fluor inactive.
Cc1nn(C)c(C)c1CN(C)C(=O)c1cc2n(n1)C(C(F)(F)F)CC(c1cccs1)N2 (stereo not given) was read as ERK AVP inh 11.5%, Hsp90 Hop PPI 1.2%, FLuc inh 0.5%, CRE-bla Fsk -0.6%, Tau fil binding 0.9%, HADH2 inhib 7.5%, DNA Pol III inh 2.9%, Texas Red fluor inactive, HBB splicing -0.9%, 15-hLO inh 5.8% and Rhodamine fluor inactive.
For Cn1c(=O)c2c(nc(NC(Cc3ccccc3)C(=O)O)n2Cc2ccccc2)n(C)c1=O (stereo not given) the results were ERK AVP inh -8.3%, Hsp90 Hop PPI -5.9%, FLuc inh 1.0%, CRE-bla Fsk inconclusive, Tau fil binding -2.9%, HADH2 inhib -19.6%, DNA Pol III inh -19.8%, Texas Red fluor inconclusive, HBB splicing -1.3%, 15-hLO inh 25.1µM* and Rhodamine fluor inactive.
CSc1nnc(-c2ccc(S(=O)(=O)N3CCOCC3)cc2)n1CC1CCCO1 (stereo not given) was read as ERK AVP inh 0.0%, Hsp90 Hop PPI -0.4%, FLuc inh 6.1%, CRE-bla Fsk 4.1%, Tau fil binding 0.2%, HADH2 inhib -19.0%, DNA Pol III inh 10.5%, Texas Red fluor inactive, HBB splicing 0.0%[57.5 µM], 15-hLO inh 9.5% and Rhodamine fluor inactive.
`COc1cc(-c2nnc(SCC(=O)N3CCCC3)o2)cc(OC)c1OC` gave ERK AVP inh -16.2%, Hsp90 Hop PPI -2.6%, FLuc inh -0.1%, CRE-bla Fsk inconclusive, Tau fil binding 25.7%, HADH2 inhib inconclusive, DNA Pol III inh -2.5%, Texas Red fluor inconclusive, HBB splicing 0.0%, 15-hLO inh -6.4% and Rhodamine fluor inactive.
For Cc1ccc(-c2cc3nc4c(c(=O)n3[nH]2)CCCC4)cc1 the results were ERK AVP inh -3.8%, Hsp90 Hop PPI 1.0%, FLuc inh 3.98µM*, CRE-bla Fsk 9.4%, Tau fil binding 79.8%, HADH2 inhib -3.9%, DNA Pol III inh 0.5%, HBB splicing -1.3% and 15-hLO inh -12.4%.
For CSc1nnc(-c2ccco2)c(-c2ccco2)n1 the results were ERK AVP inh -11.3%, Hsp90 Hop PPI -5.1%, FLuc inh -7.4%, CRE-bla Fsk inconclusive, Tau fil binding -24.2%, HADH2 inhib inconclusive, DNA Pol III inh inconclusive, Texas Red fluor inactive, HBB splicing 6.3%[1.84 µM], 15-hLO inh 2µM* and Rhodamine fluor inactive.
Screening Cc1ccccc1N(Cc1nnc2n1CCCCC2)C(=O)Nc1ccccc1 returned ERK AVP inh 27.7%, Hsp90 Hop PPI inconclusive, FLuc inh -0.9%, CRE-bla Fsk -15.0%, Tau fil binding -7.8%, HADH2 inhib 10.4%, DNA Pol III inh -10.7%, Texas Red fluor inactive, HBB splicing -1.1%, 15-hLO inh 14.9% and Rhodamine fluor inactive.
`Cn1c(=O)c2[nH]c(C3CCCC3)nc2n(C)c1=O` gave ERK AVP inh inconclusive, Hsp90 Hop PPI -9.2%, FLuc inh 3.1%, CRE-bla Fsk inconclusive, Tau fil binding -5.6%, HADH2 inhib 9.9%, DNA Pol III inh -4.9%, Texas Red fluor inactive, HBB splicing 0.2%, 15-hLO inh -5.7%&4.0% and Rhodamine fluor inactive.
`COc1cc2cc3c4cc(OC)c(OC)cc4cc[n+]3c(C)c2cc1OC` gave ERK AVP inh inconclusive, Hsp90 Hop PPI inconclusive, FLuc inh 3.9%[25.5 µM], CRE-bla Fsk 1.0%[17.1 µM], Tau fil binding 183.5%[25.6 µM], HADH2 inhib 194.9%[activator][25.6 µM], DNA Pol III inh 12.6µM*, Texas Red fluor inconclusive, HBB splicing 1.1%[20.6 µM], 15-hLO inh 9.6% and Rhodamine fluor inactive.
